SENP1 FRET inh: blocks the human SENP1 SUMO protease catalytic domain. Q9P0U3. recombinant SENP1 catalytic domain, CyPet-SUMO1-YPet FRET cleavage. inhibition, % at 10 µM. 360,000 compounds, 0.21% hits. AID 624204;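 active = inhibition at least 30% at 10 µM, raw YFP signal under a set limit, fluorescence ratio 0.5 to 1.5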;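 also: 0% = enzyme with DMSO and 100% = no enzyme wells; some results filed as inactive read as strong as hits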
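System: Recombinant human SENP1 catalytic domain, His6-tagged | Incubation: Enzyme reaction for 50 min at room temperature, dark | Medium: Tris pH 8 with BME, BSA, NP40 and catalase | Also added: 25 nM SUMO1 FRET substrate | Compound: 10 µM single point, 0.5% DMSO | Measured by: FRET fluorescence in CFP and YFP emission channels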
SENP6 block: blocks the human protease SENP6; Recombinant SENP6 catalytic domain, aminoluciferin luminescence; inhibition, % at 10 µM; 330,000 compounds, 1.8% hits;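 active = inhibition above about 50% at the single tested dose, limit read from the data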;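 also: plate controls were DMSO wells with enzyme for no effect and DMSO wells lacking enzyme for full effect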
UBC13 inh: blocks human UBC13 polyubiquitin chain formation; 330,000 compounds, 0.47% hits; P61088; TR-FRET; inhibition, % at 20 µM; in the data active = inhibition above about 45%, passing the limit was not always enough; inconclusive = no clear call, values can overlap the other calls
SENP8 block-1: inhibitors of human SENP8 protease; AID 602440; inhibition, % at 20 µM; recombinant SENP8, Nedd8 substrate fluorescence; Q96LD8; 360,000 compounds, 0.64% hits; in the data active = inhibition mostly above about 40%, no sharp cut-off; inactive = mostly below about 27%
A3G deaminase: blocks human APOBEC3G single-stranded DNA deamination. Q9HC16. recombinant A3G, ssDNA deamination FAM/TAMRA fluorescence. inhibition, % at 20 µM. 330,000 compounds, 0.28% hits. AID 493012;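 active = inhibition of at least 40% at 20 µM, with no more than 30% in the related APOBEC3A deaminase screen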;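 also: plate controls were DMSO wells with A3G for no effect and wells lacking A3G enzyme for full effect; some compounds called inactive have numbers as strong as hits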
SENP8 block-2: inhibitors of human SENP8 protease; Q96LD8; AID 2540; inhibition, % at 10 µM; purified SENP8, Z-RLRGG-aminoluciferin cleavage, luminescence; 330,000 compounds, 1.2% hits; in the data active = inhibition above about 50%
Apaf-1 inh: human Apaf-1 inhibition; reconstituted apoptosome caspase-3 activity, DEVD-Rh110 fluorescence; inhibition, % at 20 µM; 330,000 compounds, 0.71% hits; O14727; active = inhibition of at least 40% at 20 µM;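 also: plate controls were DMSO wells for no effect and DEVD-CHO caspase inhibitor wells for full effect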
Target sequence (O14727 whole entry, looked up): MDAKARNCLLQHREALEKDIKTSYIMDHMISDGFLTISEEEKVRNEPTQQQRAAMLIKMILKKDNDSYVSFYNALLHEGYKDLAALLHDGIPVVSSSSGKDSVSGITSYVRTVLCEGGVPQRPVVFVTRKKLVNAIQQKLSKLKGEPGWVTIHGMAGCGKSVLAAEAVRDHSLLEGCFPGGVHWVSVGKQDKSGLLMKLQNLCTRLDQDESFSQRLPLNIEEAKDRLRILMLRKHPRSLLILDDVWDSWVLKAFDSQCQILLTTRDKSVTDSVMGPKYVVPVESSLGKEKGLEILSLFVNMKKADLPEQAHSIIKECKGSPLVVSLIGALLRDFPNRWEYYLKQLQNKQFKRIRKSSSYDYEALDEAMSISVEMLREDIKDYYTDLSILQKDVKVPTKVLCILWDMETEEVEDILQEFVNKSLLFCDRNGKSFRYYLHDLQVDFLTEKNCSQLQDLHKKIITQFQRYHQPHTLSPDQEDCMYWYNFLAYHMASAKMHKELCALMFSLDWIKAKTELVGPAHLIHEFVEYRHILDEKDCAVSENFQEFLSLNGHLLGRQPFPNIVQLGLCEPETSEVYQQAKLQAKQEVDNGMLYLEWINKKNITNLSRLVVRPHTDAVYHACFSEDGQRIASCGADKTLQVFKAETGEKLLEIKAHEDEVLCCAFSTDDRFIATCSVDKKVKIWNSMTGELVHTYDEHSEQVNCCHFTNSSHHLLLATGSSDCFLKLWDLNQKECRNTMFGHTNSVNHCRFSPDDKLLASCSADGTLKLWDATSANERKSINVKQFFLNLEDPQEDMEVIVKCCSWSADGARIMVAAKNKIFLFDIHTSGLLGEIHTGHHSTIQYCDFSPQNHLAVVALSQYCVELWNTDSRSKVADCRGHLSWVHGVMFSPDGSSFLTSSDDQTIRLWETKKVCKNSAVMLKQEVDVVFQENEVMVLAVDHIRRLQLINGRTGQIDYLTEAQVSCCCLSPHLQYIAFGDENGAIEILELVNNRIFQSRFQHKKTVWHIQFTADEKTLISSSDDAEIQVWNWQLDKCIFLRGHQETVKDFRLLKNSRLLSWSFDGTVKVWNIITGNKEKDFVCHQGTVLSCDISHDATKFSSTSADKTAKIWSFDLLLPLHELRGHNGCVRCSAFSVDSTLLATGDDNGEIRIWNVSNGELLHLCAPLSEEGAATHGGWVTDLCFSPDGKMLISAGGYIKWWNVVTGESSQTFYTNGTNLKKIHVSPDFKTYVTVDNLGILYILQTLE
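System: reconstituted apoptosome with Apaf-1, cytochrome c, caspase-9, procaspase-3, dATP; Signal: Rh110 fluorescence intensity; Schedule: 30 min compound preincubation, 50 min activation, room temperature; Reagent: cytochrome c trigger plus (Z-DEVD)2-Rh110 caspase-3 substrate.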
SENP7 block: blocks the human protease SENP7 | inhibition, % at 5 µM | Q9BQF6 | 330,000 compounds, 1.5% hits | AID 434973 | recombinant SENP7, Z-RLRGG-aminoluciferin luminescence, 40 min;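 active = inhibition above about 50% at the single test dose, limit read from the data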;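 also: plate controls were DMSO with enzyme for no effect and no enzyme buffer wells for full effect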
* marks the source's active call; other numbers are inactive results; ? = inconclusive; . = no result given. The list is partial. The share of hits here may be higher or lower than overall.

1) CC1=NN(c2ccccc2)C(=O)C1/C=C1\C(=O)NC(=O)N(c2cc(C)cc(C)c2)C1=O (centres undefined)
2) CCn1cc(C(=O)c2ccccc2)c2ccccc21
3) N=C1c2ccccc2CN1c1ncccn1
4) O=P(CCl)(Nc1ccccc1)C(Cl)(Cl)Cl (centres undefined)
5) O=c1[nH]c(=O)n(-c2ccccc2F)c(O)c1/C=C1\C=Nc2ccccc21
entry no.	1	2	3	4	5
SENP1 FRET inh	0	-1	1	2	13
SENP6 block	10	-25	-19	-14	-18
UBC13 inh	-32	42	-15	-12	-16
SENP8 block-1	40*	10	11	-59	17
A3G deaminase	-5	-7	-2	-1	-3
SENP8 block-2	-1	-10	-9	-11	3
Apaf-1 inh	9	2	4	-2	9
SENP7 block	4	-4	-4	0	3

6) Cc1c(N=Cc2c(O)n(CCc3ccccc3)c(=O)[nH]c2=O)c(=O)n(-c2ccccc2)n1C
7) O=C(CNC(=O)OCc1ccccc1)Nc1ccc(Br)cc1C(=O)c1ccccc1
8) COc1cc(N)c(Cl)cc1C(=O)NC1CN2CCC1CC2 (centres undefined)
9) N/C(=N\N=C/c1ccc(-c2ccc(O)c(C(=O)O)c2)o1)N[N+](=O)[O-]
10) COC(=O)C1=C(c2cccc(C#N)c2)C[C@@H]2CC[C@H]1N2C(=O)N1CCc2cc(OC)c(OC)cc2C1
entry no.	6	7	8	9	10
SENP1 FRET inh	-3	2	.	0	0
SENP6 block	-6	-14	4	-21	-22
UBC13 inh	-17	-4	10	4	-4
SENP8 block-1	-66	36	.	-138	6
A3G deaminase	-8	-4	-4	75	-9
SENP8 block-2	-14	-3	4	-5	-16
Apaf-1 inh	11	29	-5	-8	25
SENP7 block	-17	-3	2	7	-2

11) Cc1ccc(N2CCN(CCc3ccccc3)CC2)cc1
12) COc1ccc(CCn2c(O)c(C=Nc3ccc(F)cc3)c(=O)[nH]c2=O)cc1OC
13) O=C1CCCC2C3CCCN4CCCC(CN12)C34 (centres undefined)
14) Cc1cc(OC(C)C(=O)N[C@H](C(=O)O)c2ccccc2)c2c3c(c(=O)oc2c1)CCC3 (some centres undefined)
15) CCCCOc1nc2ccccc2c(=O)n1-c1ccccc1
entry no.	11	12	13	14	15
SENP1 FRET inh	-2	0	-8	3	2
SENP6 block	-1	2	-9	-9	-16
UBC13 inh	-7	8	8	6	10
SENP8 block-1	5	-115	11	-155	14
A3G deaminase	-1	-3	-9	5	-7
SENP8 block-2	-2	1	-6	1	-4
Apaf-1 inh	7	4	-6	10	18
SENP7 block	9	9	6	3	8

Three of the compounds above, field by field.
12) COc1ccc(CCn2c(O)c(C=Nc3ccc(F)cc3)c(=O)[nH]c2=O)cc1OC
  SENP1 FRET inh = 0; SENP6 block = 2; UBC13 inh = 8; SENP8 block-1 = -115; A3G deaminase = -3; SENP8 block-2 = 1; Apaf-1 inh = 4; SENP7 block = 9

11) Cc1ccc(N2CCN(CCc3ccccc3)CC2)cc1
  SENP1 FRET inh = -2; SENP6 block = -1; UBC13 inh = -7; SENP8 block-1 = 5; A3G deaminase = -1; SENP8 block-2 = -2; Apaf-1 inh = 7; SENP7 block = 9

15) CCCCOc1nc2ccccc2c(=O)n1-c1ccccc1
  SENP1 FRET inh = 2; SENP6 block = -16; UBC13 inh = 10; SENP8 block-1 = 14; A3G deaminase = -7; SENP8 block-2 = -4; Apaf-1 inh = 18; SENP7 block = 8

(cont.)
16) COc1ccc(C(CNC(=O)Cc2ccc(Cl)c(Cl)c2)N(C)C)cc1 (centres undefined)
17) O=C(NC(=S)N1C[C@H]2C[C@H](C1)c1cccc(=O)n1C2)c1ccc(Cl)cc1
18) CC[N+](CC)(CC#CCO)CC#Cc1ccccc1
19) O=C(CCN1CCOCC1)Nc1ccc(Br)cc1C(=O)c1ccccc1
20) O=C(NCCN1CCCCC1)c1ccc(Cl)nc1Cl
entry no.	16	17	18	19	20
SENP1 FRET inh	-9	3	2	-6	-1
SENP6 block	-24	9	-5	6	-27
UBC13 inh	-1	-3	7	-6	9
SENP8 block-1	-10	8	11	35	-6
A3G deaminase	-7	5	-10	-1	-1
SENP8 block-2	-11	-3	-4	-6	0
Apaf-1 inh	13	5	-2	17	14
SENP7 block	-4	-6	2	0	-1

21) Clc1ccccc1CN1CCN(c2ccccc2)CC1
22) CN1CCN(c2ccc([N+](=O)[O-])c(Sc3ccccn3)c2)CC1
23) CC(C(=O)c1cn(C)c2ccccc12)c1ccccc1 (centres undefined)
24) COc1cccc(-n2c(/C=C/c3ccccn3)nc3ccccc3c2=O)c1
25) CC1CCC(C(=O)NC(C(=O)N2CCC3(CC2)OCCO3)C(C)C)CC1 (centres undefined)
entry no.	21	22	23	24	25
SENP1 FRET inh	1	2	1	1	1
SENP6 block	-7	-4	-2	-20	7
UBC13 inh	-10	-10	-1	-14	12
SENP8 block-1	13	22	3	-15	18
A3G deaminase	-5	-7	-5	10	-5
SENP8 block-2	-6	6	6	-6	5
Apaf-1 inh	-16	-24	-1	8	-12
SENP7 block	-29	4	-2	5	3

cpd	Compound	SENP1 FRET inh	SENP6 block	UBC13 inh	SENP8 block-1	A3G deaminase	SENP8 block-2	Apaf-1 inh	SENP7 block
26	O=C(Cc1ccccc1[N+](=O)[O-])N1CCN(Cc2ccc3c(c2)OCO3)CC1	-1	-17	4	-22	-6	-13	5	-3
27	Cc1ccsc1CNCCc1ccc(F)cc1	3	20	-1	8	-5	2	-9	4
28	Cc1nc2ccc(P(=O)(O)O)cc2s1	.	-5	8	.	-6	5	-6	-4
29	CC(=O)OC1CC[C@@]2(C)C(=CC(=O)C3C4CCC(OC(C)=O)[C@@]4(C)CCC32)C1 (some centres undefined)	-35	-7	2	5	-2	3	-1	-4
30	CC(C)Cc1nnc(NC(=O)CCC(=O)N2CCC3(CC2)OCCO3)s1	2	-20	-10	13	-4	-6	-10	8
31	Cc1ccc2ccccc2c1NC(=O)CNC1CCCCC1	0	8	-5	21	-7	9	9	4
32	N#CC(C#N)=Cc1ccc(N2CCCC2)cc1	-35	2	-50	15	16	-9	3	-8
33	CCCC(C)C1(CC)C(=O)NC(=O)N=C1N (centres undefined)	1	5	1	11	-7	3	-6	1
34	CCc1ccc(N2C(=O)NC(=O)/C(=C\C=C\c3ccco3)C2=O)cc1	-38	-3	-5	0	16	4	-2	7
35	CCCC(=O)c1ccc(CP(=O)(OCC)OCC)o1	0	10	-3	6	5	-5	-24	8
36	CCN(CC)C(=O)c1ccc(N2C(=O)C3CC=C(Cl)CC3C2=O)cc1 (centres undefined)	-8	-2	-4	17	1	-1	4	-6
37	O=C(O)C(Cl)(Cl)Cl	-6	-16	-11	0	-5	-2	-2	-9
38	O=C1NC(=O)N(Cc2ccccc2Cl)C(=O)/C1=C/N1CCOCC1	-26	0	-11	5	-6	-1	7	-3
39	CN1CCN(CC(=O)Nc2ccc([N+](=O)[O-])cc2C(=O)c2ccccc2)CC1	3	-8	2	19	-5	-1	-1	1
40	CC(=O)NC(C)Cc1ccccc1 (centres undefined)	1	-9	-3	5	-4	-2	0	-2
41	CC(=NCc1ccco1)c1c(O)n(-c2ccccc2C)c(=O)[nH]c1=O	1	-36	-1	8	-6	-15	9	-1
42	CCc1cccc2c(C#N)cn(CC(=O)N3CCOCC3)c12	1	7	-2	-44	-3	-4	3	10
43	CCC(=NCc1ccco1)c1c(O)n(C)c(=O)n(C)c1=O	0	-5	5	15	-5	-7	-13	13
44	O=[N+]([O-])c1ccc(N2CCNCC2)cc1N1CCCCC1	2	-21	-39	20	-4	2	2	-1
45	COc1cc2c(cc1OC)[C@@H]1C(=O)c3ccc4c(c3O[C@@H]1CO2)C[C@H](C(C)C)O4	4	3	18	6	-10	4	9	3
46	O=C(Cn1cnc2sc3c(c2c1=O)CCCC3)NCCCC(=O)N1CCC2(CC1)OCCO2	-1	-16	7	25	-3	-2	5	6
47	CCOC(=O)C1CN(C)CCC1=O (centres undefined)	-49	8	1	21	-3	6	-17	5
48	CC(N=Cc1c(O)n(C2CC2)c(=S)[nH]c1=O)c1ccccc1 (centres undefined)	0	-17	5	23	-6	0	-7	4
49	O=c1cccc2n1CC1CC2CN(S(=O)(=O)c2cc(Cl)ccc2Cl)C1 (centres undefined)	2	-5	2	7	-4	0	6	-1
50	CCCCCCC(=O)N/N=C/c1c(O)n(CCc2ccccc2)c(=O)[nH]c1=O	-1	-3	-33	14	10	-4	-3	2
51	COC(=O)C1=C(c2ccc(F)cc2F)C[C@@H]2CC[C@H]1N2C(=O)N1CCC(O)(c2ccc(Cl)cc2)CC1	2	-10	1	9	-7	1	33	7
52	OCCOCC#CCN1CCOCC1	3	-8	12	25	-5	-7	-2	-5
53	C=C1C[C@]2(O)[C@@]3(C)CCC(=O)C(C)(C)C3=C(O)C(=O)[C@@]2(C)[C@@H]2C(=O)O[C@@](C)(C(=O)OC)C(=O)[C@@]12C	9	4	-2	-1	-5	5	-9	-2
54	O=c1cccc2n1CC1CNC[C@H]2C1	-2	-6	0	7	-9	1	-8	-3
55	COc1cc(C(=O)Nc2ccc(Br)cc2C(=O)c2ccccc2Cl)cc(OC)c1OC	3	-14	2	17	6	-7	16	5

cpd	Compound	SENP1 FRET inh	SENP6 block	UBC13 inh	SENP8 block-1	A3G deaminase	SENP8 block-2	Apaf-1 inh	SENP7 block
56	COc1ccc(-c2[nH]ncc2CNC(C)Cc2ccsc2)c(F)c1 (centres undefined)	-2	-18	?	8	-8	-8	12	-2
57	COC(=O)C(O)(c1ccc(NC(=S)NC(=O)c2ccccc2)cc1)C(F)(F)F (centres undefined)	3	-13	-9	14	0	6	15	10
58	O=C(COc1ccc(Cl)cc1)N1CCN(C2CCCC2)CC1	2	5	0	7	-12	0	-5	1
59	Cc1ccccc1CC(=O)N(CCN(C)C)CC1CCCN(Cc2ccccc2F)C1 (centres undefined)	1	-20	12	18	-8	-4	-2	-7
60	COc1ccc(CNC(=O)C(NC(C)=O)C(C)C)cc1OC (centres undefined)	2	-19	19	3	-6	-8	-7	-6
61	COC(=O)C1=C(c2ccc(F)cc2F)C[C@@H]2CC[C@H]1N2C(=O)N1CCOCC1	1	-14	-12	6	-9	-8	7	-4
62	C/C(=N\NC(=O)c1ccccc1)c1c(O)n(Cc2ccccc2)c(=O)[nH]c1=O	-5	3	-7	-225	-6	8	-7	7
63	CCc1cc(=O)[nH]c(SCCCF)n1	1	11	4	16	-1	4	-1	2
64	COC(=O)C1=C(c2ccc(F)cc2F)C[C@@H]2CC[C@H]1N2C(=O)NC1CC1	1	-30	-17	-1	-6	-5	3	2

Screening results deposited in PubChem BioAssay by Sanford-Burnham Center for Chemical Genomics.
